Screening results as filed in PubChem BioAssay.
uPA surface inh = inhibitors of cell surface uPA generation | cell surface uPA generation assay, qHTS | Potency, µM (top dose mostly 38.3 µM), without a hit: top-dose activity change, negative = inhibition, most hits filed as inhibitors | hit rate 0.31% among 330,000; active = well fitted inhibition curve with a large enough effect; inconclusive = small, poorly fitted or top-dose-only effect; inactive = no such curve, though single readings can be large or run the other way; tested in mouse RAW 264.7 cells; note: potency is the fitted concentration of half-maximal effect; nearly all actives have a fitted effect of over 55% in size
B2AR arrestin = recruits beta-arrestin to the human beta2-adrenergic receptor | AID 492947 | Potency, µM (doses to about 46.1 µM), for inactives: top-dose activation, usual class: activators | hit rate 0.02% among 330,000 | beta-arrestin recruitment to beta2AR, cell-based reporter | P07550;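 note: potency is the fitted concentration of half-maximal effect; 0% = DMSO controls and full agonism = EC100 isoproterenol or metaproterenol; nearly all actives have a fitted effect of over 65% in size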
Target sequence (P07550 whole entry, looked up): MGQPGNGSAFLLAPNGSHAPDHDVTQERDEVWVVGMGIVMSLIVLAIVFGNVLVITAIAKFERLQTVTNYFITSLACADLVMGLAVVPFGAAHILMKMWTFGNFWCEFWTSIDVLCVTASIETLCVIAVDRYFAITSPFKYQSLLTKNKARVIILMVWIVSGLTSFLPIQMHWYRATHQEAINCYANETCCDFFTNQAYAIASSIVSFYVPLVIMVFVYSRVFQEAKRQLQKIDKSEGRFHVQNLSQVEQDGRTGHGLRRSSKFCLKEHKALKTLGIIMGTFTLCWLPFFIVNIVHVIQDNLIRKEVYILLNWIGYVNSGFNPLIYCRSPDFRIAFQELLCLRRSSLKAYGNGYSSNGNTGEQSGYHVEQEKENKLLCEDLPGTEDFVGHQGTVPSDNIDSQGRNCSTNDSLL
USP2a block = blocks human ubiquitin-specific protease USP2a | O75604 | USP2 core, Ub-CHOP2 coupled fluorogenic reporter, 485/531 | Potency, µM (top dose mostly 38.3 µM), for inactives: at the highest dose activity change, negative = inhibition, actives largely listed as inhibitors | hit rate 0.01% among 330,000;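 note: potency is the fitted concentration of half-maximal effect; plate controls were DMSO wells for no effect and full inhibition by NEM control for full effect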
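Cell-free coupled assay: 10nM USP2 core preincubated 30min RT with compound in Tris-HCl pH 8.0/CaCl2/CHAPS buffer, then 25nM Ub-CHOP2 and 25nM reporter substrate; fluorescence (Ex 485/Em 531) read after 60min RT, normalized to NEM inhibition, concentration-response curves fitted.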
Eya2 phos inh = Eya2 (human) phosphatase inhibition; O00167; recombinant Eya2, OMFP fluorescence dephosphorylation (OMFP is methylfluorescein phosphate); Potency, µM (top dose mostly 76.9 µM), for the others: at the highest dose activity, negative = inhibition, usual class: inhibitors; hit rate 0.006% among 330,000; AID 488837; note: potency is the fitted concentration of half-maximal effect
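Eya2 (0.2 uM) preincubated 10 min at ambient with compound, then OMFP substrate added at 50 uM; 10 min reaction in 50 mM HEPES pH 7.5, 50 mM NaCl, 5 uM MgCl2, 0.05% BSA, 1 mM DTT. Fluorescence read at Ex 485/Em 525 nm.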
PKM2 act = increases activity of human pyruvate kinase M2; purified PKM2, Kinase-Glo ATP luminescence, activation; response scale: 0% is enzyme alone, no compound; hit rate 0.34% among 260,000; Potency, µM (series often up to 57.5 µM), without a hit: top-dose activation, most hits filed as activators; note: potency is the fitted concentration of half-maximal effect; nearly all actives have a fitted effect of over 55% in size
Target sequence (P14618 whole entry, looked up): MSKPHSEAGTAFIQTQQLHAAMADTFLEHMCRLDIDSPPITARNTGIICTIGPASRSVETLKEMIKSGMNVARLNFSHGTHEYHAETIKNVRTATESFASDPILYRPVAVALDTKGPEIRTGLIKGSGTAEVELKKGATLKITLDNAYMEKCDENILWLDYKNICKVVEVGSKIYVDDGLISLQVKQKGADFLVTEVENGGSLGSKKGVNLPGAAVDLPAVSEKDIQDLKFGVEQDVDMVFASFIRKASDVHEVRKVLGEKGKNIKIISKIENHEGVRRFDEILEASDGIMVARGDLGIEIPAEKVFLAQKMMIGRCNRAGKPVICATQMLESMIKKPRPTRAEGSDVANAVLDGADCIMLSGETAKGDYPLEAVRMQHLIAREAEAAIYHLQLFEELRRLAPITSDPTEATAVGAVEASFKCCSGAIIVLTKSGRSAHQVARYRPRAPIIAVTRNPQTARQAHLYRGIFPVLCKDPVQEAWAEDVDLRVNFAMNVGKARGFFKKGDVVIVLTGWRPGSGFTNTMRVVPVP
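Purified hPK-M2 (>95% pure) converted ADP (0.1 mM final) to ATP with 0.5 mM PEP in 50 mM imidazole pH7.2, KCl, MgCl2, Tween 20, BSA; 1 h at room temperature. ATP detected by Kinase-Glo luminescence.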
Chronic BCR inh = inhibitors of chronic active B-cell receptor signaling; Potency, µM (highest dose often 46.1 µM), without a hit: at the highest dose ratio change, negative = lower green/red ratio, usual class: inhibitors; ABC-DLBCL IkBa-CBG/CBR reporter, luminescence ratio, 4 h; AID 493014; hit rate 0.05% among 340,000; active = well fitted inhibition curve with a large enough effect in the signal ratio, with a control signal flat, not every such curve was filed as active; inconclusive = small, poorly fitted or top-dose-only effect, or effect the other way, or a change in a side signal; the % refers to the signal ratio;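 note: potency is the fitted concentration of half-maximal effect; plate controls were basal doxycycline-induced cells for no effect and cells given 10 µM MG132 for full effect; MG132 reads +100%, hits lower the ratio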
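Doxycycline induced both beetle luciferases in TMD8 lymphoma cells; IKK-driven degradation limits the IkappaBalpha-fused green signal, while red luminescence normalises for cell number and nonspecific effects. Compounds tested up to 46 uM, 4 hrs.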
KCNH2 3.1 inh = inhibitors of human KCNH2 3.1 potassium channel isoform. activity change, % (tested at about 1.8 µM). hit rate 0.95% among 340,000. U2OS KCNH2 3.1, thallium flux FluxOr; active compounds read low. AID 720553;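 active = maximum activity change below -70%; inconclusive = maximum activity change from -70% to -50%; inactive = maximum activity change above -50%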;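 note: thallium influx rate constant from kinetic fluorescence after stimulation buffer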
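Channel expression came from 3.1 mutant virus (1.77 x 10^8 /mL) applied to suspended U2OS cells for 4 h. Flux was tracked with FluxOr dye plus Red40 quencher, and kinetic rate constants normalized to controls.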
FBPA coupling cs = coupling enzyme interference in Giardia aldolase counter-screen | coupling enzyme system counterscreen, AmpLite Red fluorescence | hit rate 0.67% among 290,000 | AID 2472 | activity change, negative = inhibition, % at 58.2 µM, hits read low; in the data active = activity change below about -30%
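Coupling enzymes only (glyceraldehyde-3-phosphate) + compound, at 57.5 uM final, 10 min RT; add substrate/coupling/AmpLite Red mix, 20 min RT; fluorescence ex 525/em 598 nm. Actives flag coupling-system interference.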
hERG WT inh = inhibitors of human wildtype KCNH2 potassium channel | Q12809 | U2OS, BacMam KCNH2, thallium flux FluxOr; active compounds read low | activity change, % at 1.84 µM | hit rate 0.37% among 340,000 | AID 720551;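 active = maximum activity change below -70%; inconclusive = maximum activity change between -70% and -50%; inactive = maximum activity change above -50%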
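U2OS cells were transduced with wild-type KCNH2 virus (2.03 x 10^8 / mL) for 4 h at room temperature, then cultured overnight at 37 C. Thallium flux was read with FluxOr dye. Rate constants were normalized to DMSO controls.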
GALK inhibitor = inhibitors of human galactokinase | hit rate 0.007% among 270,000 | Purified GALK, Kinase-Glo residual ATP luminescence | Potency, µM (titrated, usually from 57.5 µM), for inactives: at the highest dose activity change, negative = inhibition, usual class: inhibitors | P51570; note: potency is the fitted concentration of half-maximal effect
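The enzyme phosphorylates galactose (100 uM) using ATP (35 uM); inhibition is detected as higher residual ATP, quantified by bioluminescence after 1 h reaction at room temperature, pH 8.0.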
Giardia kill = kills Giardia lamblia | Giardia lamblia trophozoite viability | activity change, % at 7.66 µM, hits read low | hit rate 0.15% among 340,000; in the data active = activity change below about -80%; inconclusive = between about -30% and that limit;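 note: parasites exposed to compound for two days anaerobically before the ATP read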
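Killing of trophozoites was scored by loss of ATP luminescence after a 48 hrs anaerobic exposure to compounds at 37 deg C, using 100 cells per well.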
The depositor's hits bear a star; ? = inconclusive; nt = not tested or not shown; [ ] = another dose, or the depositor's remark. Unless noted, calls come from the whole dose curve; as a rule, active = well fitted curve in the direction sought with a large enough effect; inconclusive = small, poorly fitted or top-dose-only effect, or another doubt; inactive = no such curve, though single readings can be large; an effect the other way counts as inactive or inconclusive. Unless noted, % is set by controls: 0 for no effect and ±100 for the full control effect.

Second line of a record: uPA surface inh	B2AR arrestin	USP2a block	Eya2 phos inh	PKM2 act	Chronic BCR inh	KCNH2 3.1 inh	FBPA coupling cs	hERG WT inh	GALK inhibitor	Giardia kill
> CCOC(=O)c1[nH]c(=O)[nH]c1CN(Cc1ccco1)Cc1[nH]c(=O)[nH]c1C(=O)OCC
  0%	-0.2%	0%	1%	8%	-15%	-4	-3	8	0%	-8
> N#CCCn1c(SCC(=O)NCc2ccco2)nc2ccccc21
  2%	-0.4%	1%	7%	1%	-8%	-43	2	-8	-1%	-19
> CC(NC(=O)c1ccco1)C(=O)Nc1nc(-c2ccccn2)cs1 (stereo unspecified)
  -1%	0.4%	4%	-18%	-2%	0%	-4	-2	-212*	-1%	5
> O=C(COc1ccccc1)N[C@@H]1c2ccccc2CC[C@@H]1O
  7%	-0.1%	1%	-1%	nt	-1%	?	nt	-25	nt	-15
> Cc1ccc2[nH]c(C(=O)N3CCN(C(c4ccccc4)c4ccccc4)CC3)cc2c1
  -1%	0.0%	-1%	12%	-1%[11.5 µM]	-2%	-2	-1	-6	7%	-5
> CC(C)(C)c1cc(CN2CCCCC2)cc(C(C)(C)C)c1O
  nt	0.3%	-20%	-19%	2%	-11%	nt	-56*	nt	-1%	nt
> Cc1nn(C(=O)c2cccnc2)c(C)c1Sc1ccc(Br)cc1
  4%	0.4%	-5%	6%	3%	-9%	-8	-13	2	-4%	2
> Cc1c(C)[n+](=O)c(-c2ccc(Br)cc2)c(C)n1[O-]
  -3%	-0.1%	6%	0%	-8%	-4%	10	7	5	2%	5
> CCOC(=O)c1cnc2c(C)cccc2c1NCCCN1CCOCC1
  -5%	0.2%	-1%	3%	-6%	-2%	-25	-2	-17	-2%	13
> O=C(Nc1cccn2ncnc12)c1ccccc1
  -2%	-0.8%	-7%	-13%	-5%	?	-12	4	-12	-1%	14
> COc1ccc(C(=O)N2CCOC2CNC(=O)C(=O)NCc2ccc(Cl)cc2)cc1 (stereo unspecified)
  -2%	0.0%	1%	11%	-1%	0%	6	2	-3	7%	1
> CC1CCCCC1NC(=O)/C=C/c1nc2ccccc2s1 (stereo unspecified)
  -5%	0.1%	0%	19%	0%	?	7	-4	-3	-2%	7
> O=C(Nc1cccc(F)c1)C1CCCN(C(=O)c2ccc(Cl)cc2)C1 (stereo unspecified)
  -11%	0.0%	1%	0%	nt	8%	0	nt	0	nt	-8
> O=C1CN(C(=O)COC(=O)c2ccc(Br)o2)c2ccccc2N1
  12%	-0.8%	1%	6%	nt	6%	-5	nt	1	nt	-27
> O=S(=O)(NCCc1ccccn1)c1ccc(F)c(F)c1
  6%	-0.6%	-1%	-6%	0%	2%	2	0	-8	4%	13
> CCOC(=O)C1=C(C)N(C)C(C)=C(C(=O)OCC)C1c1ccccc1
  -3%	0.0%	-1%	-13%	-1%	3%	6	-2	-6	0%	-5
> CC(C)N(CCNC(=O)C1CCCN(c2ncnc3c2nc2n3CCCCC2)C1)Cc1ccccc1 (stereo unspecified)
  -3%	0.3%	-7%	4%	nt	-4%	4	0	-12	-4%	3
> Cc1cc(CNC(=O)CCc2nnc(CCCCc3ccccc3)o2)nn1C
  7%	-0.5%	3%	0%	1%	-11%	0	4	-10	-2%	-4
> COc1cc([N+](=O)[O-])c(OC)cc1SCc1n[nH]c(=S)n1-c1ccc(F)cc1
  -1%	3.1%	0%	10%	-2%	?	-9	6	-8	nt	8
> OCC(Cc1ccccc1)NCc1ccccc1C(F)(F)F (stereo unspecified)
  3%	-0.5%	0%	-2%	4%	1%	14	3	-1	1%	-2
> Cc1ccccc1C(=O)Nc1nc2c(C)csc2c(=O)s1
  0%	-0.5%	1%	-9%	-3%	9%	-2	1	2	nt	3
> O=C(N[C@H]1C/C=C\C[C@@H](CC(=O)N(CCO)Cc2ccccc2)C(=O)N2CCC[C@@H]2COC1=O)OCC1c2ccccc2-c2ccccc21
  -24%	-1.0%	0%	-28%	nt	3%	7	nt	0	nt	-28
> O=C(COc1ccc(-c2ccccc2)cc1)NN=C1CCCC1
  -6%	-0.3%	8%	4%	-1%	-5%	-24	-1	-12	0%	19
> O=C(CSc1nnc2scc(-c3ccccc3)n12)NCC1CCCO1 (stereo unspecified)
  11%	0.1%	1%	2%	-10%	-2%	-4	2	1	-3%	-1
> COc1nc(OC)nc(N2CCC(C(=O)NCc3cccs3)CC2)n1
  3%	-0.1%	1%	-3%	-1%	6%	-13	5	-5	-1%	-6
> Cc1nc2ccccc2c(=O)n1-c1cccc(NS(=O)(=O)c2ccccc2)c1
  6%	-0.2%	2%	-5%	nt	?	-3	nt	-2	nt	10
> CCOC(=O)/C(N=Nc1c(C)n(C)n(-c2ccccc2)c1=O)=C(\C)O
  9%	-0.5%	2%	10%	-2%	?	-10	4	-5	nt	-8
> CC(=O)N1CCN(C(=O)c2cccc(NS(=O)(=O)c3ccc(Br)cc3)c2)CC1
  -2%	-0.4%	0%	5%	nt	17%	-45	nt	-2	nt	-17
> O=C(OCc1nc2ccccc2s1)c1ccc(Br)o1
  5%	0.4%	-1%	-7%	1%	6%	-1	0	-3	4%	-3
> COc1ccc(Cl)cc1NC(=O)CSc1nc(Nc2ccccc2)nc(N2CCOCC2)n1
  6%	-0.1%	1%	4%	-4%	1%	-13	-3	-18	-3%	10
> CCOC(=O)c1ccc(C(=O)OCC)c(NC(=S)Nc2ccc([N+](=O)[O-])cc2OC)c1
  -4%	-0.8%	3%	-3%	-12%	-1%	-4	-4	-5	-1%	25
> Cc1ccccc1OCC(=O)N/N=C/c1ccc2c(c1)OCCO2
  -3%	-0.6%	0%	1%	-6%	-8%	6	0	1	0%	-7
> CC(C)c1nc2ccc(NC(=O)C3CCCCC3)cc2[nH]1
  -7%	-0.8%	0%	-2%	5%	8%	-10	3	-8	0%	-17
> Cc1ccc(-c2csc3nc4c5ccccc5c(NCCCN(C)C)nn4c(=O)c23)cc1
  -39%	-0.5%	-1%	-4%	-2%	-7%	-21	2	14	8%	-10
> CC(C)OC(=O)CSc1nnc(-c2ccc(Cl)cc2Cl)o1
  -10%	-0.2%	0%	14%	-3%	?	7	-1	5	-5%	4
> Cc1ccc(S(=O)(=O)N[C@H](C(=O)N2CCC(C(=O)N[C@H](C(=O)O)c3ccccc3)CC2)C(C)C)cc1
  5%	-1.2%	-1%	-5%	5%	-4%	16	-3	-2	nt	3
> O=C(CSc1nc2ccccc2c(=O)n1Cc1ccc(F)cc1)NCc1cccs1
  -3%	-0.6%	-4%	-3%	5%	5%	-95*	1	-26	1%	-1
> Cc1cnc(C(=O)OCC(=O)Nc2cccc3ccccc23)cn1
  -2%	0.0%	5%	5%	nt	-1%	16	nt	-18	nt	-27
> C=C(C)C(=O)Nc1ccc2c(c1)OCCOCCOCCO2
  2%	-0.9%	2%	-13%	0%	-2%	-25	-1	0	-2%	2
> COC1c2ccccc2C(=O)N1Cc1ccc(F)cc1 (stereo unspecified)
  -1%	-2.0%	0%	-15%	9%	-14%	0	4	11	-3%	2
> COc1ccc(S(=O)(=O)N2CCOCC2)cc1NC(=O)CO/N=C/c1ccccc1OC(F)F
  -4%	3.9%	-10%	3%	-19%	3%	2	-1	9	3%	-1
> CN(C)C=NC(=O)c1cc(C(=O)c2ccc(C(C)(C)C)cc2)c[nH]1
  -6%	-0.6%	0%	-2%	-4%	?	-9	1	0	7%	-28
> CC(=O)c1sc(Nc2nc3ccc(F)cc3s2)nc1C
  -6%	?	1%	-2%	-4%	?	16	-4	7	2%	-7
> O=[N+]([O-])c1ccc(OCc2cn([C@@H](CO)c3ccccc3)nn2)c(Br)c1
  1%	-0.4%	0%	-14%	-3%	?	-20	8	nt	-1%	8
> CCOc1cc(C2NC(=O)NC(c3ccccc3)=C2C(C)=O)ccc1OCC(N)=O (stereo unspecified)
  -7%	0.3%	2%	-6%	-2%	0%	1	-4	3	0%	-6
> O=C(COC(=O)c1c(Cl)cccc1Cl)NCc1cccs1
  -2%	0.0%	-1%	1%	nt	?	-13	nt	3	nt	0
